FadD28 FP inh: inhibitors of FadD28 bisubstrate probe binding, primary screen, biochemical, fluorescence polarization, single point | Mycobacterium tuberculosis FadD28 fatty-acid-AMP ligase | inhibition, % at 12.5 µM | 0.22% of 360,000 active; in the data active = inhibition above about 8.5%, passing the limit was not always enough; inconclusive = no clear call, values can overlap the other calls
PfHsp40 rescue: rescue of yeast from PfHsp40 toxicity, primary screen, S. cerevisiae, ATP luminescence; growth rescue, % at 12.5 µM; 0.68% of 340,000 active; S. cerevisiae expressing PfHsp40, growth rescue; in the data active = growth rescue above about 28%, passing the limit was not always enough; inconclusive = no clear call, values can overlap the other calls;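 also: yeast W303a lacking pdr1 and pdr3 grown in galactose medium; growth measured after three days at 30 °C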
CCHFV vOTU inh: CCHFV vOTU protease inhibitors, primary screen, biochemical, Pep-AMC substrate, fluorescence; AID 651958, 2012; 0.55% of 370,000 active; inhibition, % at 11.5 µM; in the data active = inhibition above about 30%; also: 0% = vehicle wells with enzyme and 100% = no enzyme wells
Anthrax LF inh2: Bacillus anthracis LF protease inhibitors, primary screen, biochemical, multiplex microsphere, MLPCN library; Lethal factor (Bacillus anthracis), P15917; multiplex microsphere protease cleavage assay; inhibition, % at 10 µM; 0.12% of 360,000 active; also: plate controls were buffer without enzyme for full effect and enzyme alone for no effect
Target sequence (P15917 whole entry, looked up): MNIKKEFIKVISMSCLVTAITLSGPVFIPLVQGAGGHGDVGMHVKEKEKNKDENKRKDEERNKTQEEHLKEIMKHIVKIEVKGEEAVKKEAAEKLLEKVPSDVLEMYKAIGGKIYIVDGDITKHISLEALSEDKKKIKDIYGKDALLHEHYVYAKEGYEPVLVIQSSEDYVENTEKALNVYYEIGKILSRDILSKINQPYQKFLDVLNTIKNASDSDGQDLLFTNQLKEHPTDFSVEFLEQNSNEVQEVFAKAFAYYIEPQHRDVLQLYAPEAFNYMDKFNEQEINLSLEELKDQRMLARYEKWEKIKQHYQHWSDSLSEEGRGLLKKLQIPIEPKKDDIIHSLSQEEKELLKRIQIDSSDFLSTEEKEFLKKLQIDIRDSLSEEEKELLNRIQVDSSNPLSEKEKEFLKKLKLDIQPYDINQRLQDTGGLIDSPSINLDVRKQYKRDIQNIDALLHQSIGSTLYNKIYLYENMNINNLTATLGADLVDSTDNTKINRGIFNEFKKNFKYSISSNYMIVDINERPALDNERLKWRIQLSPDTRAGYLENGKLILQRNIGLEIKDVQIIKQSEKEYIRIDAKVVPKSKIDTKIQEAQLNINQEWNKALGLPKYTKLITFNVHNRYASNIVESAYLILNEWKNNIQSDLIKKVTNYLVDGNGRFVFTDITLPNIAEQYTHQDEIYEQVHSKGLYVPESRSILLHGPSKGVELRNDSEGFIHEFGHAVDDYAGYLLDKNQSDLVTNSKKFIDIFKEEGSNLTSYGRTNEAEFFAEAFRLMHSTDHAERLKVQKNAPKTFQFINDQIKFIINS
PrPC surface inh: inhibitors of human cell surface prion protein PrPC, primary screen, cell-based, TR-FRET; TR-FRET read-out; inhibition, % at 13.8 µM; 0.43% of 370,000 active; AID 720596, 2013; in the data active = inhibition above about 24%; also: 0% = median of the test wells and 100% = reference compound wells
BoNT A protease: BoNT/A light chain protease inhibitors, primary screen, biochemical, flow cytometry, MLPCN library | multiplex microsphere protease substrate cleavage | Botulinum neurotoxin type A light chain protease (Clostridium botulinum A str. ATCC 3502) | 0.17% of 360,000 active | inhibition, % at 10 µM; also: plate controls were buffer without enzyme for full effect and enzyme alone for no effect
TcdB inh: TcdB glycohydrolase inhibitors, primary screen, biochemical, single point, plate reader; TcdB glycohydrolase enzymatic assay; inhibition, % at 9.99 µM; 0.24% of 350,000 active; in the data active = inhibition above about 10%
BoNT F protease: BoNT/F light chain protease inhibitors, primary screen, biochemical, flow cytometry, MLPCN library; AID 588497, 2011; Multiplex microsphere protease cleavage assay; inhibition, % at 10 µM; 0.22% of 360,000 active; in the data active = inhibition above about 35%, passing the limit was not always enough; inconclusive = no clear call, values can overlap the other calls; also: plate controls were buffer without enzyme for full effect and enzyme alone for no effect
Yp Topo-I inh: Yersinia pestis topoisomerase I inhibitors, primary screen, biochemical, cleavage product accumulation, plate reader, single point. Y. pestis Topo-I cleavage product accumulation. AID 504884, 2011. activity, % at 10 µM. DNA topoisomerase I (Yersinia pestis CO92). 0.064% of 360,000 active; in the data active = activity above about 50%, passing the limit was not always enough; inconclusive = no clear call, values can overlap the other calls; also: inactives centre near 2
Active calls of the source: *; & = joins results of further samples. Rule as the data show it, unless noted: active = inhibition above about 30%; inconclusive = no clear call, values can overlap the other calls; inactive = below that.

Screening Cc1noc(C)c1COc1ccccc1C(=O)NC(C)CCc1ccccc1 (stereo not given) returned FadD28 FP inh -2.4, PfHsp40 rescue -0.3, CCHFV vOTU inh 3, Anthrax LF inh2 3, PrPC surface inh 1, BoNT A protease 8.9, TcdB inh 0.7, BoNT F protease 8 and Yp Topo-I inh 0.
For O=c1[nH]c2cc3c(cc2cc1C(c1nnnn1Cc1ccccc1)N1CCCCCC1)OCCO3 (stereo not given) the results were FadD28 FP inh -3.2, PfHsp40 rescue 0.5, CCHFV vOTU inh -8, Anthrax LF inh2 5, PrPC surface inh -3, BoNT A protease 9.3, BoNT F protease 12 and Yp Topo-I inh 14.
For COc1cccc(CNC(=O)C(=O)N2CCC3(CC2)OCCN3S(=O)(=O)c2ccc(C)cc2)c1 the results were FadD28 FP inh -3.0, PfHsp40 rescue -0.1, CCHFV vOTU inh -3, Anthrax LF inh2 -2, PrPC surface inh 2, BoNT A protease 0.6, TcdB inh -0.9, BoNT F protease 6 and Yp Topo-I inh 16.
`O=C(CS(=O)(=O)c1cn(Cc2ccc(Cl)cc2)c2ccccc12)N1CCCC1` gave FadD28 FP inh -1.3, PfHsp40 rescue 0.0, CCHFV vOTU inh 11, Anthrax LF inh2 1, PrPC surface inh -2, BoNT A protease -0.5, TcdB inh 3.2, BoNT F protease -9 and Yp Topo-I inh 26.
C=CCC(NCc1ccccc1)c1ccccc1 (stereo not given) was read as FadD28 FP inh -2.3, PfHsp40 rescue -0.8, CCHFV vOTU inh 3, Anthrax LF inh2 -2, PrPC surface inh -5, BoNT A protease 1.1, BoNT F protease 2 and Yp Topo-I inh -6.
Screening O=C1c2ccccc2[C@@H]2C[C@@H](O)[C@H](Nc3cccc4ccccc34)CCN12 returned FadD28 FP inh -1.3, PfHsp40 rescue -2.2, CCHFV vOTU inh 54*, Anthrax LF inh2 -10, PrPC surface inh -15, BoNT A protease -0.2, TcdB inh -0.9, BoNT F protease -9 and Yp Topo-I inh -3.
OC(c1ccc(F)cc1)C(c1ccccc1)N1CCOCC1 (stereo not given) was read as FadD28 FP inh 0.1, PfHsp40 rescue 0.4, CCHFV vOTU inh 7, Anthrax LF inh2 -1, PrPC surface inh -4, BoNT A protease -1.4, BoNT F protease -19 and Yp Topo-I inh 1.
Cc1cc(C(C)(C)C)cc(C)c1CCNC(=O)c1ccc[n+]([O-])c1 was read as FadD28 FP inh -0.2, PfHsp40 rescue -0.8, CCHFV vOTU inh 2, Anthrax LF inh2 12, PrPC surface inh -5, BoNT A protease -1.3, TcdB inh 0.0, BoNT F protease -31 and Yp Topo-I inh 16.
`COc1ccccc1CNC(=O)c1cccc2c1C(=O)N(Cc1cccnc1)C2` gave FadD28 FP inh -3.7, PfHsp40 rescue 0.1, CCHFV vOTU inh 5, Anthrax LF inh2 -1, PrPC surface inh -2, BoNT A protease 0.3, TcdB inh 1.0, BoNT F protease -4 and Yp Topo-I inh -2.
For COc1ccc(NC(=O)C(NC(C)=O)C(=O)NCc2ccccc2OC)cc1 (stereo not given) the results were FadD28 FP inh -0.3, PfHsp40 rescue -0.5, CCHFV vOTU inh 7, Anthrax LF inh2 1, PrPC surface inh 4, BoNT A protease 0.4, BoNT F protease -5 and Yp Topo-I inh 3.

Two entries picked at random from the list so far:
For COc1ccc(NC(=O)C(NC(C)=O)C(=O)NCc2ccccc2OC)cc1 (stereo not given) the results were FadD28 FP inh -0.3, PfHsp40 rescue -0.5, CCHFV vOTU inh 7, Anthrax LF inh2 1, PrPC surface inh 4, BoNT A protease 0.4, BoNT F protease -5 and Yp Topo-I inh 3.
Cc1cc(C(C)(C)C)cc(C)c1CCNC(=O)c1ccc[n+]([O-])c1 was read as FadD28 FP inh -0.2, PfHsp40 rescue -0.8, CCHFV vOTU inh 2, Anthrax LF inh2 12, PrPC surface inh -5, BoNT A protease -1.3, TcdB inh 0.0, BoNT F protease -31 and Yp Topo-I inh 16.

The results go on.
For CC(=O)c1cccc(-c2ccnc3c2CC(C(=O)NCc2ccco2)O3)c1 (stereo not given) the results were FadD28 FP inh -1.6, CCHFV vOTU inh 2, Anthrax LF inh2 -6, PrPC surface inh 4, BoNT A protease -0.7, TcdB inh 0.2, BoNT F protease -3 and Yp Topo-I inh -1.
`Cc1nc(NCC2CCCO2)c2oc3ccccc3c2n1` (stereo not given) gave FadD28 FP inh -1.2, PfHsp40 rescue 0.1, CCHFV vOTU inh -12, Anthrax LF inh2 0, PrPC surface inh 10, BoNT A protease 2.9, BoNT F protease 4 and Yp Topo-I inh 3.
For COc1cccc(-c2csc(N3CCN(C(=S)Nc4ccccc4OC)CC3)n2)c1 the results were FadD28 FP inh -0.4, PfHsp40 rescue 1.7, CCHFV vOTU inh 9, Anthrax LF inh2 -4, PrPC surface inh 5, BoNT A protease 0.2, BoNT F protease -7 and Yp Topo-I inh -4.
For CCOC(=O)c1ccc(NC(=O)N2CCc3ccccc32)cc1 the results were FadD28 FP inh -2.0, PfHsp40 rescue -0.1, CCHFV vOTU inh -8, Anthrax LF inh2 -2, PrPC surface inh 13, BoNT A protease 0.6, BoNT F protease 4 and Yp Topo-I inh -1.
`C[C@]12CC[C@H](OS(=O)(=O)O)CC1=CC[C@@H]1[C@@H]2CC[C@]2(C)C(=O)CC[C@@H]12` gave FadD28 FP inh -2.5&-0.7&-5.2, PfHsp40 rescue 0.3&-0.3&1.0, CCHFV vOTU inh 4&6&-2, Anthrax LF inh2 -5&-2&-9, PrPC surface inh -6&4&-1, BoNT A protease -0.3&-0.4&-0.5, TcdB inh 1.3&-0.8&-0.4, BoNT F protease -4&-5&-13 and Yp Topo-I inh 16&1&17.
For COc1cc(NC(=O)CN2CCN(c3ccccc3)CC2)c(C)cc1[N+](=O)[O-] the results were FadD28 FP inh -4.3, PfHsp40 rescue -0.9, CCHFV vOTU inh 8, Anthrax LF inh2 1, PrPC surface inh 1, BoNT A protease -1.2, BoNT F protease -11 and Yp Topo-I inh 1.
`CCC(C)N=Cc1c(O)n(-c2ccccc2)c(=O)[nH]c1=O` (stereo not given) gave FadD28 FP inh 0.5, PfHsp40 rescue -0.5, CCHFV vOTU inh -5, Anthrax LF inh2 -4, PrPC surface inh 3, BoNT A protease inconclusive, BoNT F protease 0 and Yp Topo-I inh 4.
`Cc1ccc(SCC(=O)N2CCC(C(N)=O)CC2)cc1` gave FadD28 FP inh -0.7, PfHsp40 rescue 1.9, CCHFV vOTU inh -24, Anthrax LF inh2 -3, PrPC surface inh 1, BoNT A protease -0.1, TcdB inh 0.4, BoNT F protease 1 and Yp Topo-I inh 10.
Screening O=C(CCC1CCN(Cc2ccccc2O)CC1)NC1CC1 returned FadD28 FP inh -0.4, PfHsp40 rescue 0.0, CCHFV vOTU inh -13, Anthrax LF inh2 4, PrPC surface inh 0, BoNT A protease 5.2, TcdB inh 1.9, BoNT F protease inconclusive and Yp Topo-I inh -4.
Screening O=C(CCN1C(=O)C2CCCCC2C1=O)Nc1nc2c(F)cc(F)cc2s1 (stereo not given) returned FadD28 FP inh -0.2, PfHsp40 rescue -0.3, CCHFV vOTU inh 9, Anthrax LF inh2 -4, PrPC surface inh 8, BoNT A protease 5.0, TcdB inh 0.9, BoNT F protease 5 and Yp Topo-I inh 5.
`Cc1ccc(S(=O)(=O)N(CC(=O)N2CCOCC2)c2ccc(C(C)C)cc2)cc1` gave FadD28 FP inh -3.8, PfHsp40 rescue -0.1, CCHFV vOTU inh -2, Anthrax LF inh2 -1, PrPC surface inh 6, BoNT A protease 2.2, TcdB inh 1.5, BoNT F protease 1 and Yp Topo-I inh 25.
Screening CC(C)(C)OC(=O)NCCc1nnc(SCC(=O)c2ccc(Cl)cc2)o1 returned FadD28 FP inh 2.7, PfHsp40 rescue -1.0, CCHFV vOTU inh 0, Anthrax LF inh2 -2, PrPC surface inh -6, BoNT A protease -0.3, BoNT F protease -6 and Yp Topo-I inh 4.
Screening N#Cc1cccc(C(c2nnnn2C2CCCC2)N2CCCCCC2)c1 (stereo not given) returned FadD28 FP inh 0.2, PfHsp40 rescue 2.2, CCHFV vOTU inh 17, Anthrax LF inh2 -3, PrPC surface inh 41*, BoNT A protease 0.4, BoNT F protease 32 and Yp Topo-I inh 0.
`COc1cc(C)nc(NS(=O)(=O)c2ccccc2Cl)n1` gave FadD28 FP inh 0.4, PfHsp40 rescue -0.3, CCHFV vOTU inh -5, Anthrax LF inh2 4, PrPC surface inh -5, BoNT A protease 0.1, TcdB inh 2.0, BoNT F protease 4 and Yp Topo-I inh 1.
`COc1cc(C(F)(F)F)c(C(=O)N(C)Cc2cc(Cl)cc(Cl)c2)cn1` gave FadD28 FP inh -1.1, PfHsp40 rescue 4.4, CCHFV vOTU inh 26, Anthrax LF inh2 -3, PrPC surface inh 5, BoNT A protease -0.6, TcdB inh 0.0, BoNT F protease -5 and Yp Topo-I inh 24.
`COC(=O)CNS(=O)(=O)c1ccc(Cc2ccc(S(=O)(=O)NCC(=O)OC)cc2)cc1` gave FadD28 FP inh -1.2, PfHsp40 rescue -0.2, Anthrax LF inh2 -2, BoNT A protease -0.1, TcdB inh 1.2, BoNT F protease 2 and Yp Topo-I inh -10.
Screening CCCOC(=O)C1=C(C)NC2=C(C(=O)CCC2)C1c1ccc(N(C)C)cc1 (stereo not given) returned FadD28 FP inh -2.5, PfHsp40 rescue 0.1, CCHFV vOTU inh -1, Anthrax LF inh2 -6, PrPC surface inh -10, BoNT A protease 0.2, BoNT F protease inconclusive and Yp Topo-I inh 1.
For COC(CNS(=O)(=O)c1cc2c3c(c1)CCN3C(=O)CC2)OC the results were FadD28 FP inh -3.8, PfHsp40 rescue -1.0, CCHFV vOTU inh 4, Anthrax LF inh2 -1, PrPC surface inh 3, BoNT A protease -0.6, TcdB inh 1.4, BoNT F protease 1 and Yp Topo-I inh 6.
CCN1CCN(C(=O)c2ccc(C(F)(F)F)cc2)CC1 was read as FadD28 FP inh -0.4, PfHsp40 rescue -2.1, CCHFV vOTU inh 9, Anthrax LF inh2 -6, PrPC surface inh 9, BoNT A protease -0.4, TcdB inh 1.1, BoNT F protease 1 and Yp Topo-I inh 6.
For CCc1ccc(S(=O)(=O)NCc2cccnc2)cc1 the results were FadD28 FP inh -0.4, PfHsp40 rescue 1.1, CCHFV vOTU inh -6, Anthrax LF inh2 -2, PrPC surface inh 3, BoNT A protease 2.1, TcdB inh 1.0, BoNT F protease inconclusive and Yp Topo-I inh 4.
`COc1cccc2c(=O)c3cccc(N)c3[nH]c12` gave FadD28 FP inh -2.5, PfHsp40 rescue 1.5, CCHFV vOTU inh -10, Anthrax LF inh2 -2, PrPC surface inh -20, BoNT A protease 0.5, TcdB inh -0.3, BoNT F protease -15 and Yp Topo-I inh -23.
c1ccc(NC2=NCCN2CC2CCC2)cc1 was read as FadD28 FP inh -4.2, PfHsp40 rescue -1.6, CCHFV vOTU inh -4, Anthrax LF inh2 -1, PrPC surface inh -3, BoNT A protease 0.0, TcdB inh -0.2, BoNT F protease 1 and Yp Topo-I inh 4.
`CC1(C)CC(=O)C(C2NCCc3ccccc32)=C(O)C1` (stereo not given) gave FadD28 FP inh 0.0, PfHsp40 rescue 0.4, CCHFV vOTU inh -12, Anthrax LF inh2 -9, PrPC surface inh -3, BoNT A protease -0.2, BoNT F protease -4 and Yp Topo-I inh 7.
Screening COc1cc(NC(=S)NCC2CCCO2)c(OC)cc1Cl (stereo not given) returned FadD28 FP inh -3.2, PfHsp40 rescue 0.1, CCHFV vOTU inh 6, Anthrax LF inh2 -1, PrPC surface inh -4, BoNT A protease 0.7, TcdB inh 0.9, BoNT F protease 0 and Yp Topo-I inh 2.
`Cc1ccc(OCC(=O)NNC(=O)c2cc(C)[nH]n2)cc1` gave FadD28 FP inh -0.4, PfHsp40 rescue 1.1, CCHFV vOTU inh -10, Anthrax LF inh2 2, PrPC surface inh -2, BoNT A protease 0.5, BoNT F protease 11 and Yp Topo-I inh 2.
Screening COC(=O)c1ccc(NC(=O)C2CCCCC2C(=O)O)cc1 (stereo not given) returned FadD28 FP inh 0.8, PfHsp40 rescue 0.9, CCHFV vOTU inh 7, Anthrax LF inh2 -3, PrPC surface inh 9, BoNT A protease 0.0, BoNT F protease -4 and Yp Topo-I inh -8.
